# b-catenin transl = beta-catenin nuclear translocation modulation | HeLa beta-catenin nuclear translocation, immunofluorescence imaging | nuclear translocation activity, % at 5 µM | 0.3% of 190,000 active;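 active = nuclear translocation activity above 50% at 5 µM, with a well cell count of 50 or more; inconclusive = wells under 50 cells across six images, flagged as toxic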;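 note: per-cell ratio of nuclear to cytoplasmic median beta-catenin stain intensity; plate controls were DMSO negative control for no effect and GSK-3 inhibitor IX positive control for full effect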
#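 assay system = human HeLa cells, endogenous beta-catenin | times = compound treatment 24 h, 37°C, 5% CO2 | detection = Anti-beta-catenin immunofluorescence on PFA-fixed, Triton-permeabilized cells, DAPI nuclei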
# Yfh1-depleted yeast = mitochondrial function rescue without frataxin homolog – Friedreich's ataxia, plus single-dose screen, dose response (AID 1465). S. cerevisiae Yfh1-off respiration, WST-1 reduction, 72 h; higher fold induction means a stronger effect. fold induction at 50 µM, or EC50 in µM where a hit was titrated. 0.074% of 220,000 active;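 active = fold induction of absorbance versus untreated yeast above a set limit, then at least 30% activation at any dose in follow-up; inconclusive = repeats straddling the limit, or above it without dose testing; inactive = fold induction below the set limit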;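 note: activators that raise dye reduction in frataxin-depleted yeast; strong numbers were not always called active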
# Autophagy HCS = autophagy modulation, high-content screen | MEF GFP-LC3 puncta imaging; test concentration mostly 10 µM | calls only at 10 µM (by protocol) | 0.98% of 190,000 active | AID 463193;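 active = percentage of spot-positive cells more than 3 SD above its plate mean, without a fluorescence outlier flag or 80% toxicity; inconclusive = no clear call, values can overlap the other calls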;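 note: spot-positive cell cutoff set from DMSO-treated cells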
# Dynein cargo inh = blocks dynein driven cargo transport along microtubules; 3617.4 mouse cells, GR-EGFP nuclear translocation imaging; test concentration mostly 20 µM; stimulated with dexamethasone, 1 µM; active compounds read low; z-score, hits read low; 0.47% of 220,000 active; AID 1381;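 active = plate z-score of nuclear minus cytoplasmic receptor signal below a set negative limit, without overly bright fluorescence or cell loss, cut at about -3.5 in these data, passing the limit was not always enough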;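 note: z-score of nuclear minus cytoplasmic ring GR-EGFP intensity difference per well; some compounds called inactive have numbers as strong as hits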
#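 Buffer or medium: tet-free, stripped-serum medium; Also added: dexamethasone, 1.0 µM final; Technique: high-content fluorescence imaging after fixation; Times: 48 h induction, 1 h compound, 30 min dex at 37 °C; Read-out: per-cell GR-EGFP intensity, nucleus versus surrounding cytoplasmic ring, well-averaged.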
# MT stabilizer = microtubule stabilizers in HeLa cells; HeLa tubulin immunostaining HCS, 24 h; share of cells brighter than vehicle mean+2SD; % tubulin-high responders, % at 10 µM; 0.83% of 200,000 active; AID 2205;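 active = plate Z-score above 3 for both tubulin-high and condensed-nucleus cell shares, with cell loss under 80%, at 10 µM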;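 note: anti alpha tubulin signal scored within the nucleus-defined area of each cell; some results filed as inactive read as strong as hits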
# AID2073 = disruptors of CaV2.2 binding to Mint1 – biochemical, HTRF (AID 2073); HTRF protein-protein interaction, Mint1-CaV2.2; higher % means a stronger effect; inhibition, % at 20 µM; hits with a dose series show IC50 in µM; 0.19% of 290,000 active; in the data active = inhibition mostly above about 51%, no sharp cut-off; inconclusive = no clear call, values can overlap the other calls; inactive = mostly below about 53%; note: some results filed as inactive read as strong as hits
# WT yeast gro inh = growth inhibition of WT yeast, mitochondrial fusion screen. mitochondrial fusion phenotypic screen, WT strain. inhibition, % at 10 µM. 2.1% of 190,000 active. AID 1362; in the data active = inhibition above about 58%; tested in S. cerevisiae
# Ins promoter up = MIN6 insulin promoter up-regulation; 0.3% of 190,000 active; MIN6 insulin promoter-GFP reporter, high-content imaging; active compounds read high; z-score at 5 µM;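 active = z-score above 3 at 5 µM with at least 500 cells counted in the well; inconclusive = wells under 500 cells, flagged as cytotoxic or low count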
# HIV peptide binding = inhibitors of HIV fusion peptide binding, primary screen, biochemical, uHTS, fluorescence dequenching (AID 1986). 0.3% of 290,000 active. cell-free peptide binding, fluorescence dequenching, 30 min; higher % means a stronger effect. one-dose inhibition, % at 20 µM; IC50 in µM for titrated hits; in the data active = inhibition mostly above about 52%, no sharp cut-off; inactive = mostly below about 76%; note: some results filed as inactive read as strong as hits
# WT yeast gro inh mutant strain = also measured in WT yeast gro inh; calls as there; inhibition, %; mitochondrial fusion phenotypic screen, mutant strain inhibition
# Dynein cargo inh cytoplasmic EGFP = also measured in Dynein cargo inh; calls as there; z-score; measured here: cytoplasmic GR-EGFP intensity; active compounds read high
# Dynein cargo inh nuclear GR-EGFP = recorded beside Dynein cargo inh, whose call it bears; z-score; measured here: nuclear GR-EGFP intensity;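 lower value marks the stronger effect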
# Dynein cargo inh cell count = second read-out of Dynein cargo inh, no call of its own (marks repeat the call); z-score; measured here: cell count per field
# Ins promoter up cell count = second read-out of Ins promoter up, no call of its own (marks repeat the call); cell count; measured here: cytotoxicity, nuclei count;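 total cells summed across four imaged fields per well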
# b-catenin transl cell count 5 µM = second read-out of b-catenin transl, no call of its own (marks repeat the call); cell count; measured here: cell count, cytotoxicity flag
# MT stabilizer Hoechst-high % = recorded beside MT stabilizer, whose call it bears; % Hoechst-high responders; measured here: nuclear condensation Hoechst responders;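 share of cells brighter than vehicle mean plus two SD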
# MT stabilizer cytotoxicity % = also measured in MT stabilizer; calls as there; toxicity, %; measured here: cytotoxicity by cell density;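 0% = mean cell density of plate MIN control wells and 100% = no cells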
# Autophagy HCS cell loss 18 h = further read-out of Autophagy HCS, marked with its call; toxicity, %; measured here: cell loss, nuclei count;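 cell loss after 18 h compound exposure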
# * hit, by the source's call; i = inactive; ? = inconclusive; / = not tested or not shown; & = joins results of further samples. An unsorted share of the library; overall some 4.2% were active at least once.
Molecule	Dynein cargo inh	Ins promoter up	b-catenin transl cell count 5 µM	MT stabilizer cytotoxicity %	Dynein cargo inh cytoplasmic EGFP	WT yeast gro inh mutant strain	Yfh1-depleted yeast	Dynein cargo inh nuclear GR-EGFP	Autophagy HCS	Ins promoter up cell count	AID2073	MT stabilizer Hoechst-high %	MT stabilizer	Autophagy HCS cell loss 18 h	b-catenin transl	WT yeast gro inh	HIV peptide binding	Dynein cargo inh cell count
CC(=NCCc1ccccc1)C1=C(O)C(c2ccccc2)OC1=O (stereo not drawn)	-0.8	-1.4	1126	8.2	-0.32	2	i	-0.054	i	1305	-5%	2.7	3.1	-5	0.0	12	0.6%	0.19
COC(=O)c1nn(-c2ccccc2)c(=O)cc1Oc1ccccc1	-0.28	-0.28	1364	4.9	-0.17	12	i	-0.29	i	1622	1%	1.4	1.2	13	-2.8	5	1.4%	0.6
CCN(CC)c1nc(-c2cccc(OC)c2O)nc2ccccc12	-0.88	-0.35	1193	9.2	0.49	-2	i	-0.1	i	969	2%	2.1	3.9	-4	0.3	-4	-1.3%	-0.38
COc1ccc(Nc2c(-c3ccc(C)cc3)nc3cnccn23)cc1	-1.4	-0.4	1113	5.9	-0.21	-5	i	-0.74	i	1186	-10%	2.4	2.4	-1	-3.2	-14	-0.9%	1.2
COC(=O)[C@H](CCSC)NC(=O)NCCc1ccccc1F	-1.1	0.37	1005	6.2	-0.074	-38	i	-0.37	i	940	-5%	1.0	1.0	-4	2.2	-16	-2.3%	0.45
COc1ccc(-[n+]2c(C)cc(/C=C3\Sc4ccccc4N3C)cc2C)cc1	-6.1	?	743	24	20	84	?	0.91	?	/	-8%	2.2	24	/	12	78	13%	-0.001
COc1cc(Br)c(Br)c(Br)c1N	0.83	/	1285	/	-0.11	/	i	0.3	/	/	8%	/	/	/	-0.1	/	1.1%	-1.6
Cc1cc(=O)oc(C)c1C(=O)NCCc1ccc(F)cc1	-0.37	-0.98	1333	11	-0.22	-14	i	-0.38	i	1758	-12%	1.6	1.8	-7	-0.9	3	0.1%	0.21
Cc1cccn2c(=O)c3cc(C(=O)NC(C)C)c(=N)n(Cc4ccncc4)c3nc12	-0.11	-1.7	/	9.3	-0.19	5	/	0.27	i	1239	14%	2.1	4.1	16	/	9	0.0%	-0.11
CC(=O)Nc1cccc(/C(C)=N/NC(=O)c2cccc(S(=O)(=O)N3CCOCC3)c2)c1	0.29	-0.21	1033	0.8	-0.085	3	i	0.45	i	1369	2%	3.2	3.5	-4	-2.3	19	-1.5%	0.53
CC(=O)Nc1cccc(Oc2ncccc2[N+](=O)[O-])c1	0.085	0.23	1326	/	-0.23	/	i	0.48	/	1101	11%	/	/	/	2.0	/	-1.8%	0.53
NC(=O)COC(=O)/C=C/c1ccc2ccccc2n1	-1	-0.79	1128	8.6	-0.21	2	i	-0.42	i	1317	13%	3.4	0.6	-3	-0.4	0	0.5%	-0.21
CCCCC1N2CC3([N+](=O)[O-])CN1CC([N+](=O)[O-])(C2)C3(C)C (stereo not drawn)	0.0079	0.19	1165	8.2	-0.2	0	i	0.12	i	1584	-7%	1.1	3.1	26	1.0	3	-2.2%	0.066
CCOc1ccc2oc(C(=O)O)c(C)c2c1	0.14	0.5	1129	/	-0.21	/	i	-0.03	/	1441	2%	/	/	/	-0.4	/	0.9%	0.2
CCOC(=O)C1=C(Cn2cnc3ccccc32)NC(=O)NC1c1ccc(OC)cc1 (stereo not drawn)	-0.97	-1.1	/	8.5	0.095	-4	i	-0.19	i	895	-8%	1.0	1.6	4	/	-15	-2.4%	0.56
CN(CC(=O)Nc1ccc2c(c1)OCCO2)S(=O)(=O)c1cccc2cccnc12	-1.1	-0.18	1088	11	0.0014	6	i	-0.64	i	919	-5%	3.6	2.3	16	-1.4	-3	1.6%	0.43
CC(CCc1ccccc1)NC(=O)COc1cc(F)ccc1[N+](=O)[O-] (stereo not drawn)	0.017	/	1156	4.2	-0.28	-7	i	-0.044	i	/	-2%	1.3	4.2	30	-0.4	-16	-2.2%	0.27
O=C(Nc1ccc2c(c1)OCCO2)c1ccc2ccccc2n1	-1	0.15	1098	11	-0.31	12	i	0.18	i	1301	9%	2.2	3.6	10	-1.5	15	-0.5%	0.27
Cn1cc([N+](=O)[O-])c(C(=O)Nc2ccc(-c3nc4ccccc4[nH]3)cc2)n1	-0.64	0.18	/	0.2	-0.22	-10	i	-0.48	i	1109	0%	2.2	3.8	8	/	-3	-5.9%	1.4
O=C(O)Cc1ccc(O)c(O)c1	-1.1	0.08	1181	/	-0.65	/	i	-0.3	/	902	-3%	/	/	/	-0.5	/	0.5%	0.52

# (further entries)
Molecule	Dynein cargo inh	Ins promoter up	b-catenin transl cell count 5 µM	MT stabilizer cytotoxicity %	Dynein cargo inh cytoplasmic EGFP	WT yeast gro inh mutant strain	Yfh1-depleted yeast	Dynein cargo inh nuclear GR-EGFP	Autophagy HCS	Ins promoter up cell count	AID2073	MT stabilizer Hoechst-high %	MT stabilizer	Autophagy HCS cell loss 18 h	b-catenin transl	WT yeast gro inh	HIV peptide binding	Dynein cargo inh cell count
COc1ccc(N(CC(O)CN2C(=O)NC(C)(C)C2=O)S(=O)(=O)c2ccc(C)cc2)cc1 (stereo not drawn)	-0.41	/	1095	7.8	-0.18	8	i	-0.18	i	/	-4%	2.0	1.1	-5	-1.8	3	-1.7%	0.55
COc1cccc(-c2nc(Oc3cccc(C)c3C)c3ccccc3n2)c1O	0.35	-0.18	1067	4.9	-0.2	0	i	0.0086	i	1452	6%	2.6	5.9	47	1.2	3	0.4%	-0.12
CCc1cc2c(=O)c(-c3nc(C)cs3)coc2cc1OC(C)C(=O)NCCO (stereo not drawn)	-0.43	-0.25	569	3.9	-0.31	-1	i	-0.48	i	1295	5%	2.5	3.7	-2	1.3	-15	2.9%	0.68
Cc1noc(C)c1S(=O)(=O)N(C)CC(=O)NCc1ccccc1	-0.34	0.7	815	7.6	-0.2	-11	i	0.0045	i	1572	0%	2.2	2.5	-15	-2.2	-9	-1.2%	0.76
Cn1cccc1C(=O)N1CCN(c2cccc(C(F)(F)F)c2)CC1	-0.31	0.37	1153	7.3	-0.17	7	i	0.033	i	1209	1%	5.2	4.4	6	-2.7	16	1.2%	0.11
O=C1c2cccnc2C(=O)N1CNc1ccc(Cl)cc1	0.66	-0.09	1076	12	-0.33	4	i	0.6	i	1054	-6%	2.7	4.1	17	0.5	4	-1.8%	0.37
COc1ccc(Oc2cn[nH]c2-c2ccc(O)cc2O)cc1	-0.72	-0.61	1168	8.4	-0.25	-24	i	-0.71	i	1276	4%	1.0	2.6	14	-3.1	21	0.4%	0.7
Cc1nonc1OCCn1c([N+](=O)[O-])cnc1C	1.3	-0.06	1531	9.9	-0.33	7	i	0.23	i	1562	-9%	1.0	2.6	6	0.6	-16	-0.5%	-1.1
COc1cccc(Nc2nc3ccccc3nc2NS(=O)(=O)c2cccs2)c1	-0.79	-0.46	1328	0.8	-0.21	-3	i	0.22	i	1469	24%	1.7	2.4	-5	-1.3	14	69%	0.39
CC(C(=O)Nc1nccs1)c1ccc([N+](=O)[O-])cc1 (stereo not drawn)	2.2	0.39	1106	4.9	0.57	23	i	1.7	i	1489	-1%	2.2	4.2	-11	-1.3	7	-1.0%	-1.6
CCCOc1ccc(-c2nnn(CC(=O)Nc3cccc(C(=O)OC)c3)n2)cc1	/	-0.27	1113	/	/	-11	i	/	/	988	10%	/	/	/	1.3	-4	1.4%	/
COc1ccc(NC(=S)Nc2ccccc2)cc1	-0.54	-0.42	1342	/	-0.71	/	i	-0.1	/	950	-7%&0%	/	/	/	-0.4	/	1.2%&-1.8%	0.051
COc1ccc(N2C(=O)c3ccccc3NC2c2ccc(OC)c(CSc3ccccn3)c2)cc1 (stereo not drawn)	-0.3	-1.9	1371	4.1	-0.21	11	i	-0.25	i	1936	13%	1.4	2.7	11	0.5	18	-2.1%	0.77
O=C(NCc1ccc(F)cc1)Nc1ccc(Cl)cc1	-0.18	-0.26	1420	6.2	-0.31	-2	i	-0.23	i	1495	-10%	0.5	13	1	-0.4	18	-1.2%	0.38
O=c1cc(C(F)(F)F)oc2c1ccc1ccccc12	-0.68	/	/	6.6	-0.19	-11	i	-0.4	i	/	4%	1.6	2.1	2	/	-6	-0.3%	1.4
CC1(C)Cc2cccc(C(=O)Nc3ccncc3)c2O1	-0.16	-0.49	1014	/	-0.27	/	i	-0.13	/	1466	2%	/	/	/	-1.7	/	-1.1%	1
O=C(O)CCC(=O)Nc1ccc(N2CCCCCC2)cc1	5.2	0.64	997	7.4	2.4	5	/	10	i	1206	-24%	2.9	3.9	-2	0.8	-1	-0.7%	-3.9

# Profiles, quoted from the list. Values in the order: Dynein cargo inh, Ins promoter up, b-catenin transl cell count 5 µM, MT stabilizer cytotoxicity %, Dynein cargo inh cytoplasmic EGFP, WT yeast gro inh mutant strain, Yfh1-depleted yeast, Dynein cargo inh nuclear GR-EGFP, Autophagy HCS, Ins promoter up cell count, AID2073, MT stabilizer Hoechst-high %, MT stabilizer, Autophagy HCS cell loss 18 h, b-catenin transl, WT yeast gro inh, HIV peptide binding, Dynein cargo inh cell count
# Cc1nonc1OCCn1c([N+](=O)[O-])cnc1C across the screens: 1.3, -0.06, 1531, 9.9, -0.33, 7, i, 0.23, i, 1562, -9%, 1.0, 2.6, 6, 0.6, -16, -0.5%, -1.1
# CC(C(=O)Nc1nccs1)c1ccc([N+](=O)[O-])cc1 (stereo not drawn) across the screens: 2.2, 0.39, 1106, 4.9, 0.57, 23, i, 1.7, i, 1489, -1%, 2.2, 4.2, -11, -1.3, 7, -1.0%, -1.6
